Anthrax LF prot: anthrax lethal factor protease inhibition | hit rate 0.12% among 360,000 | inhibition, % at 10 µM | AID 588501 | multiplex microsphere protease cleavage assay, LF; note: plate controls were buffer without enzyme for full effect and enzyme alone for no effect
Target sequence (P15917 whole entry, looked up): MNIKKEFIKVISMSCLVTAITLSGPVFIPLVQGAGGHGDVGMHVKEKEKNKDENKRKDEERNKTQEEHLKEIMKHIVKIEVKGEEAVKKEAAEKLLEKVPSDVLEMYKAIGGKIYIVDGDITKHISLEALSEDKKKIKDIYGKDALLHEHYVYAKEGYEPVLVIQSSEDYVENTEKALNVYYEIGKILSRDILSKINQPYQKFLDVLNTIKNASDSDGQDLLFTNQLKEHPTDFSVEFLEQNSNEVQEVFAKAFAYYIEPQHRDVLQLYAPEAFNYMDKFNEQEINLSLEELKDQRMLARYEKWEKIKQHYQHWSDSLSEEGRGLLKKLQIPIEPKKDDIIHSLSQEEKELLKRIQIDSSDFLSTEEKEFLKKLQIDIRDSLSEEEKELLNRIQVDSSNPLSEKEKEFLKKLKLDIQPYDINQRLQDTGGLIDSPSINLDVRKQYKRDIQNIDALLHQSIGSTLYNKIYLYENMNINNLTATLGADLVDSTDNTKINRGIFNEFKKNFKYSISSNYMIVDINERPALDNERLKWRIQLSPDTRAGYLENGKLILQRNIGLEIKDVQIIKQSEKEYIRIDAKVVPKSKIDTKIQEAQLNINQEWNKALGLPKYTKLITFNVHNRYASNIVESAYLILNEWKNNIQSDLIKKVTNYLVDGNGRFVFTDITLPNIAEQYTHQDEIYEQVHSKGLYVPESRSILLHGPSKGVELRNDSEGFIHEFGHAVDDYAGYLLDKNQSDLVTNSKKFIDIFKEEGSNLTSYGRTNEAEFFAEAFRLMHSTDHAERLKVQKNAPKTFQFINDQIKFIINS
TcdB inh: TcdB glycohydrolase inhibition; P18177; TcdB glycohydrolase enzymatic assay, plate reader; inhibition, % at 9.99 µM; hit rate 0.24% among 350,000; AID 652162; in the data active = inhibition above about 10%
PfHsp40 rescue: rescue of PfHsp40-mediated yeast toxicity | S. cerevisiae expressing PfHsp40, growth rescue, ATP luminescence | growth rescue, % at 12.5 µM | hit rate 0.68% among 340,000; in the data active = growth rescue above about 28%, passing the limit was not always enough; inconclusive = no clear call, values can overlap the other calls;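 note: yeast W303a lacking pdr1 and pdr3 grown in galactose medium; growth measured after three days at 30 °C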
Y pestis TopoI: blocks Yersinia pestis topoisomerase I activity; Y. pestis Topo-I cleavage product accumulation, plate reader; activity, % at 10 µM; hit rate 0.064% among 360,000; AID 504884; in the data active = activity above about 50%, passing the limit was not always enough; inconclusive = no clear call, values can overlap the other calls; note: inactives centre near 2
BH1578 lux ind: induces V. cholerae light production without autoinducers. V. cholerae BH1578 lux reporter, luminescence, 6 h. activation, % at 18.7 µM. hit rate 0.16% among 350,000. AID 588436; in the data active = activation mostly above about 9.7%, no sharp cut-off; inconclusive = no clear call, values can overlap the other calls; inactive = mostly below about 3.7%; note: not every result past the cut was called active; inactives centre near 0; reference of the scale not given here
PrPC surface inh: cell surface PrPC inhibition, primary TR-FRET screen. AID 720596. hit rate 0.43% among 370,000. P04156. inhibition, % at 13.8 µM. TR-FRET read-out; in the data active = inhibition above about 24%; note: 0% = median of the test wells and 100% = reference compound wells
SSB-PriA inh: blocks PriA binding to SSB C-terminal tail. hit rate 0.6% among 430,000. AID 1272365. inhibition, % at 33 µM. AlphaScreen SSBct-PriA binding, biotinylated peptide; in the data active = inhibition mostly above about 37%, no sharp cut-off; inactive = mostly below about 20%;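 note: plate controls were negative control peptide for no effect and reference peptide for full effect; strong numbers were not always called active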
3CLpro inhibitor: SARS-CoV 3CLpro protease inhibition | P0C6X7 | recombinant SARS-CoV 3CLpro, quenched FRET peptide cleavage | inhibition, % at 6 µM | hit rate 0.14% among 290,000; in the data active = inhibition above about 12%
BoNT A protease: blocks Botulinum neurotoxin A light chain protease. hit rate 0.17% among 360,000. inhibition, % at 10 µM. multiplex microsphere protease substrate cleavage, flow cytometry. AID 588499; note: plate controls were buffer without enzyme for full effect and enzyme alone for no effect
* marks the source's active call; other numbers are inactive results; i = inactive; ? = inconclusive; . = not tested or not shown; & = joins results of further samples. Cut-off read from the data, not from the text of the source, unless noted: active = inhibition above about 30%; inconclusive = no clear call, values can overlap the other calls; inactive = below that.

The line under a structure holds: Anthrax LF prot, TcdB inh, PfHsp40 rescue, Y pestis TopoI, BH1578 lux ind, PrPC surface inh, SSB-PriA inh, 3CLpro inhibitor, BoNT A protease
- COc1cc(NS(=O)(=O)c2ccc(NS(=O)(=O)c3ccc(NC(C)=O)cc3)cc2)nc(OC)n1
  2, 0.7, -0.3, 1, -0.2, -6, 8, -2, -0.7
- COc1cccc(OCCCCCN2CCOCC2)c1
  -1, ., 0.2, 3, i, -1, -4, -6, 0.0
- CCOC(=O)N1CCN(C(=O)CCC(=O)c2ccc(OCC)cc2)CC1
  3, -1.2, -1.3, -1, -0.3, -3, -8, 1, 0.6
- O=C(c1ccc(Cl)c(Cl)c1)c1cnc(Nc2ccccc2)s1
  -1, ., -0.1, -2, i, 12, -6, -3, -0.1
- O=C(CCC1CCCCC1)NC1=NCCS1
  0, ., -0.2, 1, -0.2, -3, -18, -6, -0.1
- CCOc1ccccc1N(CC(=O)Nc1ccc(S(=O)(=O)N2CCOCC2)cc1)S(C)(=O)=O
  4, 1.1, -0.1, 17, -0.5, 2, -1, -6, 0.3
- CN(CCC1CCOCC1)C(=O)C1CCC(=O)N(CCc2ccc(Cl)cc2)C1 (stereo not drawn)
  -4, -4.5, -0.4, 4, -3.1, 0, -5, -1, -1.7
- CCOc1cc(CNc2ccc(N3CCCC3)cc2)cc(Cl)c1OC
  -27, -3.4, -1.4, 10, -0.2, -4, 78, -2, 0.5
- Cn1c(SCC(=O)c2ccc3c(c2)NC(=O)CO3)nc2ccccc21
  -5, 0.3, -0.4, 9, i, 3, -3, -1, 0.4
- COc1ccc(S(=O)(=O)NCCN2CCOCC2)c2ccccc12
  -1, ., -0.8, 2, i, -3, -21, 0, -0.1
- Cc1cc(C)n(C(CC(=O)O)C(=O)O)n1 (stereo not drawn)
  7, ., -0.8, 0, -0.4, 0, -2&7, 2, 3.9
- CCn1ccc(C(=O)Nc2ncc(C)s2)n1
  4, -0.1, -2.2, 5, i, -5, -9, -1, 1.2
- CC(C)COC(=O)C1C2C=CC3(CN(C(C)c4ccc(Br)cc4)C(=O)C13)O2 (stereo not drawn)
  -7, 1.1, 0.5, 16, -0.3, 2, -6, 1, -0.1
- CCOc1ccc(CCNC(=O)CN2C(=O)c3cccnc3Oc3ccc(Cl)cc32)cc1
  0, 0.9, -1.6, -6, -0.3, 3, 5, 0, 1.4
- O=C(CC1NCCNC1=O)Nc1ccc([N+](=O)[O-])cc1 (stereo not drawn)
  -4, 1.0, 0.1, -1, -0.2, -7, -5, -1, -0.5
- OC1CCN(Cc2cn(Cc3ccccc3)nc2-c2cc3ccccc3o2)CC1
  0, 0.5, -0.6, 2, 0.3, -11, 13, -2, -1.3
- C/C=C/Cn1c(Br)nc2c1c(=O)[nH]c(=O)n2C
  -4, -4.5, -1.0, 1, i, ., -13, -6, 0.7
- CC(=O)Nc1ccc(S(=O)(=O)N2CCC(C(=O)NCCC(=O)NCc3ccncc3)CC2)cc1
  0, 1.1, -0.6, 0, -0.4, 2, -3, 5, 2.0
- Cc1ccc(N2C(=O)Cc3ccccc3C2=O)cc1
  -1, -0.3, -1.0, -7, i, -2, 1, -2, 0.6
- COc1ccc(-c2csc(NC(=O)c3cccc(N4C(=O)CCC4=O)c3)n2)cc1OC
  ., 0.6, 0.5, 15, -3.3, -5, -9, ., .
- CCN(CC)S(=O)(=O)c1ccc(NCCCn2ccnc2)c([N+](=O)[O-])c1
  -7, 1.3, 0.9, 4, -0.5, -27, 5, 2, 2.3
- CC(Sc1nnc(COc2ccc(Cl)cc2)n1Cc1ccco1)C(=O)N1CCNC1=O (stereo not drawn)
  5, 1.0, 1.6, 31, -2.1, -4, 0, ., 4.0
- CSc1ncc(Cl)c(C(=O)Nc2nnc(SC)s2)n1
  -2, ., 1.3, 4, i, 2, -10, 1, 0.9
- COc1cc(CN2CCC(CO)(CCOc3ccccc3)CC2)cc(OC)c1OC
  1, 0.6, -2.0, 3, -0.2, -6, -7, -1, -0.5
- Cc1cc(C)cc(C(=O)NCC(=O)N2CCC3(CC2)NCCc2[nH]cnc23)c1
  -2, -0.9, -1.6, -6, 0.1, 5, -15, 3, -0.3
- COc1cc2c(c3oc(-c4ccccc4)cc(=O)c13)C=CC(C)(C)O2
  2, 7.5, 0.9, 13, -0.4, 12, 7, 7, 0.2
- CC(=O)c1cccc(NC(=S)NC(=O)c2ccccc2C)c1
  -7, 1.5, 2.5, 3, i, -5, -10, 0, 0.6
- CC(C)CNS(=O)(=O)c1ccc(S(=O)(=O)N2CCC(N3CCCCC3)CC2)cc1
  -11, 1.7, -0.8, 4, -0.3, 4, -1, 8, -3.3
- Cn1c(=O)[nH]c2sc3c(c2c1=O)CC(C)(C)OC3
  -1, ., -0.9, 2, i, 7, 3, -5, -1.6
- CCOC(=O)C1C(=O)C=C(/C=C/c2ccc(N(C)C)cc2)CC1c1ccccc1 (stereo not drawn)
  6, ., -0.9, 0, -0.4, 6, -54, -4, 7.2

A draw from above in order of heavy-atom count, rising:
The line under a structure holds: Anthrax LF prot, TcdB inh, PfHsp40 rescue, Y pestis TopoI, BH1578 lux ind, PrPC surface inh, SSB-PriA inh, 3CLpro inhibitor, BoNT A protease
- C/C=C/Cn1c(Br)nc2c1c(=O)[nH]c(=O)n2C
  -4, -4.5, -1.0, 1, i, ., -13, -6, 0.7
- CSc1ncc(Cl)c(C(=O)Nc2nnc(SC)s2)n1
  -2, ., 1.3, 4, i, 2, -10, 1, 0.9
- Cc1cc(C)cc(C(=O)NCC(=O)N2CCC3(CC2)NCCc2[nH]cnc23)c1
  -2, -0.9, -1.6, -6, 0.1, 5, -15, 3, -0.3
- CCOC(=O)C1C(=O)C=C(/C=C/c2ccc(N(C)C)cc2)CC1c1ccccc1 (stereo not drawn)
  6, ., -0.9, 0, -0.4, 6, -54, -4, 7.2
- COc1cc(CN2CCC(CO)(CCOc3ccccc3)CC2)cc(OC)c1OC
  1, 0.6, -2.0, 3, -0.2, -6, -7, -1, -0.5

Following part:
The line under a structure holds: Anthrax LF prot, TcdB inh, PfHsp40 rescue, Y pestis TopoI, BH1578 lux ind, PrPC surface inh, SSB-PriA inh, 3CLpro inhibitor, BoNT A protease
- O=c1cc(-c2ccc3c(c2)OCO3)oc2ccccc12
  -3, 1.5, -1.0, 2, i, 5, 8, -4, -1.2
- CCOc1ccc(NC(=O)N2C[C@H]3C[C@@H](C2)c2cccc(=O)n2C3)cc1
  -8, 0.2, 0.3, 6, -0.4, 1, ., -1, -1.4
- CC(C)Oc1ccc(NC(N)=O)cc1
  8, ., -0.9, -2, -0.5, 3, -14, 3, -0.5
- Cc1cc(C(F)F)n2nc(C(=O)Nc3sc4c(c3C(N)=O)CCC4)nc2n1
  -2, ., 0.0, 1, i, -13, 10, -2, -1.1
- CC(=O)Nc1ccccc1C(=O)C(=O)O
  -1, ., -2.0, -3, -1.2, 1, -20, -2, -0.8
- Cc1ccc(Nc2nnc(SC(C)C(=O)Nc3c(C)n(C)n(-c4ccccc4)c3=O)s2)cc1 (stereo not drawn)
  -3, 2.7, -1.4, 4, -0.1, 0, 1, 1, 0.4
- COc1cc(S(=O)(=O)N2CCN(c3ccccn3)CC2)ccc1Br
  5, -3.6, 2.8, 24, -0.8, -3, -4, -2, -1.8
- CCc1ccccc1NC(=S)N(CCN1CCOCC1)C1CCN(C(C)=O)CC1
  -3, 1.7, -0.9, 1, -0.2, 1, -3, 4, 0.4
- COc1ccc(CCN(C(=O)COc2ccccc2)c2nc(-c3ccccc3)cs2)cc1OC
  -14, ., -0.4, 25, i, 6, -13, 2, 2.9
- CCCCN(CC)Cc1c(C)[nH]c2c(ccc3ccccc32)c1=O
  19, 0.8, 0.7, -2, -0.6, -11, 6, -5, 0.2
- COCCn1c(SCC(=O)c2[nH]c(C)c(C(C)=O)c2C)nc2ccccc2c1=O
  5, 0.6, 0.7, 12, -0.5, 3, -7, -1, 1.5
- CC(C)N(N=Nc1ccc([N+](=O)[O-])cc1)C(C)C
  -1, -0.3, 1.2, -3, -0.3, 7, 2, -6, 0.3
- CCN(C(=O)c1ccc(C)c(Br)c1)c1ccccc1
  1, ., 1.3, 8, i, 2, -34, 5, 5.7
- COc1cc2ccccc2cc1C(=O)O
  -7, ., 1.8, -9, i, -3, -4, 0, -1.8
- CN(O)/C=c1/ccc2c(n1)C(=O)C=CC=2
  4, ., 1.6, 2, 0.3, -9, ., 3, 1.3
- CCn1c(-c2cccc(Cl)c2)n[nH]c1=S
  -1, ., -1.0, 5, i, 9, -5, 1, 0.4
- COc1ccc2c(c1)CO[C@@]21O[C@H](CCO)C[C@H](O)[C@H]1O
  0, 0.1, ., ., ., 3, ., ., -0.1
- COc1cccc(OC)c1C(=O)Nc1ccc2c(c1)Cc1ccccc1-2
  -1, 1.3, 0.2, -7, -0.5, 5, -11, 6, -0.9
- C=CCn1c(COc2ccc(OC)cc2)nc2ccccc21
  -20, 1.7, 2.2, 30, 0.5, 0, -16, 1, 1.2
- COc1ccc(CCN2C(=O)C3C4CCC(C4=C(C)C)C3C2=O)cc1OC (stereo not drawn)
  1, 0.0, -0.7, -2, -0.2, -3, -9, -3, -0.1
- COc1cc(OC)cc(C(=O)NCC(=O)OCC(=O)Nc2ncc(Cl)cc2Cl)c1
  -6, -0.5, -0.3, -1, -1.4, -9, -2, 3, 0.0
- Cc1cccc(-c2nnc(C(C)Nc3cccc(C(=O)NC4CC4)c3)o2)c1 (stereo not drawn)
  0, 1.5, ., 9, i, 4, ., ., -0.3
- COC(=O)c1sccc1NC(=O)Nc1ccc(F)cc1
  -1, -0.2, -0.2, -4, -1.7, -2, -16, -2, 0.3
- Cc1cc(-n2c(C)cc(C(=O)CSc3ccccn3)c2C)no1
  -11, 2.8, -0.5, 19, i, -5, -1, ., -0.8
- O=C(c1ccccc1)c1coc2ccc(O)c(CN3CCOCC3)c12
  -3, ., -0.6, 6, i, -11, -7, -8, 0.5
- COc1ccc(/C=N/NC(=O)c2nnn(-c3nonc3N)c2-c2cccc(OC)c2)cc1
  -3, 0.9, -1.1, 1, i, -14, ., 2, 1.1
- CCOC(=O)N1CCN(C(=O)c2oc3ccc(S(=O)(=O)N4CCOCC4)cc3c2C)CC1
  -3, ., -1.3, 0, i, 3, -3, -8, 0.0
- Cc1cc(C(=O)Nc2c(C)nn(Cc3ccc(F)cc3)c2C)on1
  1, 1.4, 17, 2, -0.3, 2, -12, -1, 0.3
- Cc1ccc(N(C(=O)Cn2nnc(-c3ccccc3)n2)C(C(=O)NC2CCCCC2)c2ccccn2)cc1C (stereo not drawn)
  0, 0.3, ?, 19, -0.3, -2, -7, 0, 0.1
- Cc1cc(C)n2nc(SCc3cccc(F)c3)nc2n1
  11, -0.1, -1.5, -12, 1.2, 13, -11, -2, -1.7
- CC(=O)Nc1ccc2c(c1)ncn2-c1ccccc1
  14, 1.4, 0.5, 2, i, 6, 0, 3, 0.2
- O=[N+]([O-])c1ccc(CN2CCN(c3ccccc3Cl)CC2)o1
  -4, -0.2, -1.5, 2, -0.2, 0, -4, 1, -2.4
- COc1ccc(OC)c(NC(=O)c2nnn(Cc3ccc(Br)cc3F)c2N)c1
  3, -7.0, 1.0, 2, -0.2, 11, -4, -1, -0.1
- COc1ccc(-c2noc(CCC(=O)NC3CCN(Cc4ccccc4)CC3)n2)cc1
  5, ., 1.9, 12, -0.4, -3, -1, -5, 2.6
- CSCCC(NS(=O)(=O)c1ccc(Cl)cc1)C(=O)OCc1c(Cl)cccc1Cl (stereo not drawn)
  -2, ., 0.7, 0, i, -3, -18, 8, -1.5

Single values from above.
SSB-PriA inh, CSCCC(NS(=O)(=O)c1ccc(Cl)cc1)C(=O)OCc1c(Cl)cccc1Cl (stereo not drawn) = -18
SSB-PriA inh, COc1ccc(OC)c(NC(=O)c2nnn(Cc3ccc(Br)cc3F)c2N)c1 = -4
TcdB inh, O=[N+]([O-])c1ccc(CN2CCN(c3ccccc3Cl)CC2)o1 = -0.2

Screens from PubChem.

Not all compounds are listed. The share of hits here may be higher or lower than overall.
